From PubChem BioAssay
NFkB SMM – binders of human NF-kappa-B p105; Small molecule microarray, anti-His fluorescence binding; calls only; P19838; actives 1.3% (n = 17,000);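 active means spot fluorescence over background significantly raised, with a chance value under 7% in all four replicate spots of the compound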;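 further: probe protein is his-tagged human p50 processed subunit at 1 µg/ml; raw spot fluorescence signals with no normalization applied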
Target sequence (P19838 1-433 limits assumed): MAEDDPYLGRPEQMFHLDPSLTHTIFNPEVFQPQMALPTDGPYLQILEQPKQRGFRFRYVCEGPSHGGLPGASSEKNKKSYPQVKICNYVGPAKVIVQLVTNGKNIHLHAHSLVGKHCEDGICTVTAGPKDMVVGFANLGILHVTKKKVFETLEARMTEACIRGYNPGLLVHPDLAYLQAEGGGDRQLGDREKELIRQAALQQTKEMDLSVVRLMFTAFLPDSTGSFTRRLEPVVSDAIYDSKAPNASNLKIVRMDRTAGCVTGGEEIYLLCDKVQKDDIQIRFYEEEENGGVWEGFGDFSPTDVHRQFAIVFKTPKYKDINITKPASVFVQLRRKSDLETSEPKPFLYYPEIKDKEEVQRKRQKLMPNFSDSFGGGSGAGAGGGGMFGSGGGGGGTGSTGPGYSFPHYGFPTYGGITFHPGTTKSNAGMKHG
Calls only; i = inactive. This is a subset (hit frequency here may not be typical).

SMILES	NFkB SMM
C[C@H](CO)N1C[C@H](C)[C@@H](CN(C)Cc2ccccc2)Oc2c(NS(=O)(=O)c3cn(C)cn3)cccc2C1=O	i
CSc1cccc(NC(=O)CNS(=O)(=O)c2c(C)cc(C)cc2C)c1	i
C=CCN1C(=O)C(O)(CC(=O)c2ccc(C)o2)c2ccccc21 (stereo not drawn)	i
CC(C)NC(=O)N(C)C[C@H]1Oc2c(cccc2N(C)C)C(=O)N([C@@H](C)CO)C[C@@H]1C	i
C[C@@H]1CCCCO[C@@H](CN(C)C(=O)Cc2ccccc2)[C@@H](C)CN([C@H](C)CO)C(=O)c2cc(NC(=O)c3ccncc3)ccc2O1	i
C=C1CC[C@@H]2[C@](C)(CO)[C@H](O)CC[C@@]2(C)[C@@H]1CC(O)C1=CCOC1=O (stereo partly drawn)	i
CCC[C@@H](O)[C@H](O)[C@@H]1CC(OC)=CC(=O)O1	i
C[C@@H]1CN([C@H](C)CO)C(=O)c2cc(NC(=O)Nc3ccccc3)ccc2O[C@H]1CN(C)C	i
C[C@@H]1CN([C@@H](C)CO)C(=O)c2cccc(NC(=O)Nc3ccc(F)cc3)c2O[C@H]1CN(C)S(=O)(=O)c1ccc(Cl)cc1	i
C[C@@H]1CN([C@H](C)CO)C(=O)Cc2cc(NC(=O)Cc3ccccc3)ccc2O[C@@H]1CN(C)C(=O)NC1CCCCC1	i
CS(=O)(=O)N(CC(=O)Nc1c(F)cccc1F)c1cccc([N+](=O)[O-])c1	i
C[C@@H]1CN([C@H](C)CO)C(=O)c2cccc(NS(=O)(=O)c3cn(C)cn3)c2O[C@H]1CN(C)S(=O)(=O)c1cn(C)cn1	i
C[C@@H]1CN([C@H](C)CO)C(=O)Cc2cc(NC(=O)c3ccncc3)ccc2O[C@H]1CN(C)C(=O)NC1CCCCC1	i
Cc1noc(C)c1NC(=O)N(C)C[C@@H]1Oc2c(NS(C)(=O)=O)cccc2C(=O)N([C@H](C)CO)C[C@H]1C	i
C[C@H]1CN([C@@H](C)CO)C(=O)CCCn2cc(nn2)CO[C@@H]1CN(C)S(=O)(=O)c1ccc(Cl)cc1	i
C[C@@H]1CCCCO[C@H](CN(C)C(=O)c2ccccc2)[C@H](C)CN([C@@H](C)CO)C(=O)c2cc(NC(=O)Cc3ccccc3)ccc2O1	i
CS(=O)(=O)Nc1ccc(C(=O)NCc2ccco2)cc1	i
CC(C)(C)[C@@H]1C=C(C(=O)N2CCN(Cc3ccc4c(c3)OCO4)CC2)O[C@H](OCc2ccc(CO)cc2)C1	i
c1ccc(OCCCc2nc(-c3ccccn3)no2)cc1	i
Cc1noc(C)c1NC(=O)N(C)C[C@H]1Oc2c(NC(=O)Nc3ccc(C(F)(F)F)cc3)cccc2C(=O)N([C@@H](C)CO)C[C@@H]1C	i

Structures above containing a halogen (4):
SMILES	NFkB SMM
C[C@@H]1CN([C@@H](C)CO)C(=O)c2cccc(NC(=O)Nc3ccc(F)cc3)c2O[C@H]1CN(C)S(=O)(=O)c1ccc(Cl)cc1	i
CS(=O)(=O)N(CC(=O)Nc1c(F)cccc1F)c1cccc([N+](=O)[O-])c1	i
C[C@H]1CN([C@@H](C)CO)C(=O)CCCn2cc(nn2)CO[C@@H]1CN(C)S(=O)(=O)c1ccc(Cl)cc1	i
Cc1noc(C)c1NC(=O)N(C)C[C@H]1Oc2c(NC(=O)Nc3ccc(C(F)(F)F)cc3)cccc2C(=O)N([C@@H](C)CO)C[C@@H]1C	i

Further records follow:
SMILES	NFkB SMM
C[C@@H]1CN([C@H](C)CO)C(=O)CCCn2cc(nn2)CO[C@@H]1CN(C)C(=O)Nc1ccnc(N2CCOCC2)c1	i
COc1ccc(S(=O)(=O)Nc2cccc3c2O[C@H](CN(C)S(=O)(=O)c2ccc(F)cc2)[C@H](C)CN([C@@H](C)CO)C3=O)cc1	i
Cc1noc(C)c1S(=O)(=O)N(C)C[C@@H]1OCCCC[C@@H](C)Oc2ccc(NS(=O)(=O)c3ccccc3)cc2C(=O)N([C@H](C)CO)C[C@H]1C	i
COc1ccc(S(=O)(=O)Nc2cccc3c2O[C@@H](CN(C)S(=O)(=O)c2cccs2)[C@@H](C)CN([C@@H](C)CO)C3=O)cc1	i
C[C@H](CO)N1C[C@H](C)[C@@H](CN(C)S(=O)(=O)c2cccs2)Oc2ccc(NS(=O)(=O)c3ccccc3)cc2CC1=O	i
CCc1cccc(NC(=O)O[C@H]2[C@H](OC(=O)Nc3ccc4c(c3)OCO4)[C@@H](OC(=O)Nc3ccc4c(c3)OCO4)[C@@H](OC)O[C@@H]2CO)c1	i
C[C@H]1CN([C@@H](C)CO)C(=O)Cc2cc(NC(=O)Cc3cn(C)c4ccccc34)ccc2O[C@H]1CN(C)S(=O)(=O)c1cccs1	i
O=C(CSc1n[nH]c(-c2ccccc2)n1)Nc1ccccc1Cl	i
CC(C)NC(=O)N(C)C[C@H]1Oc2ccc(N(C)C)cc2CC(=O)N([C@H](C)CO)C[C@H]1C	i
COc1ccc(S(=O)(=O)N(C)C[C@@H]2Oc3ccc(NC(=O)c4ccncc4)cc3C(=O)N([C@H](C)CO)C[C@H]2C)cc1	i
O=C(CCCCCCC(=O)NOCc1ccccc1)NO	i
C[C@H](CO)N1C[C@H](C)[C@H](CN(C)S(=O)(=O)c2ccc(Cl)cc2)Oc2ccc(NS(=O)(=O)c3cn(C)cn3)cc2CC1=O	i
C=C(C(=O)O[C@H]1C/C=C(/C)C[C@H](O)[C@H]2[C@H](C)C(=O)O[C@@H]2/C=C\1C)[C@@H]1CCC(=C)[C@@H]2C[C@H](O[C@@H]3O[C@H](CO[C@H]4OC[C@](O)(CO)[C@H]4O)[C@@H](O)[C@H](O)[C@H]3O)C(=C)[C@@H]2C1	i
O=C(NCc1nc2ccccc2[nH]1)C1=C[C@@H](c2ccc(C(F)(F)F)cc2)C[C@@H](OCc2ccc(CO)cc2)O1	i
C[C@@H]1CN([C@H](C)CO)C(=O)c2cccc(NS(=O)(=O)c3ccccc3)c2O[C@@H]1CN(C)C	i
Cc1noc(C)c1S(=O)(=O)Nc1ccc2c(c1)C(=O)N([C@@H](C)CO)C[C@@H](C)[C@@H](CN(C)C(=O)Nc1ccc(F)cc1)O2	i
Cc1ccc(S(=O)(=O)Nc2ccc3c(c2)CC(=O)N([C@H](C)CO)C[C@H](C)[C@@H](CN(C)Cc2ccncc2)O3)cc1	i
COc1ccccc1S(=O)(=O)N(C)C[C@@H]1OCc2cnnn2CCCC(=O)N([C@@H](C)CO)C[C@@H]1C	i
C[C@@H]1CN([C@H](C)CO)C(=O)c2cc(NC(=O)c3ccncc3)ccc2O[C@@H](C)CCCCO[C@H]1CN(C)Cc1ccncc1	i
COc1ccc(CN(C)C[C@@H]2Oc3ccc(NS(=O)(=O)c4ccc(Cl)cc4)cc3C(=O)N([C@@H](C)CO)C[C@H]2C)cc1	i

Some of the entries so far, with each value named.
> CCc1cccc(NC(=O)O[C@H]2[C@H](OC(=O)Nc3ccc4c(c3)OCO4)[C@@H](OC(=O)Nc3ccc4c(c3)OCO4)[C@@H](OC)O[C@@H]2CO)c1
- NFkB SMM: i

> C[C@H](CO)N1C[C@H](C)[C@@H](CN(C)S(=O)(=O)c2cccs2)Oc2ccc(NS(=O)(=O)c3ccccc3)cc2CC1=O
- NFkB SMM: i

More entries
SMILES	NFkB SMM
CCO/N=[N+](\[O-])N1CCCC1	i
C[C@H]1CCCCO[C@H](CN(C)C)[C@@H](C)CN([C@@H](C)CO)C(=O)c2cc(NC(=O)Nc3ccc4c(c3)OCO4)ccc2O1	i
CC(=O)NCCc1nc2ccccc2n1Cc1ccccc1	i
CNC[C@H]1Oc2ccc(NC(=O)CCN3CCOCC3)cc2CC(=O)N([C@@H](C)CO)C[C@H]1C	i
Cc1cc(NC(=O)c2nn3cccnc3c2Cl)no1	i
COc1cc(CC2COC(c3ccc(O)c(OC)c3)C2COC2OC(CO)C(O)C(O)C2O)ccc1O (stereo not drawn)	i
CCN(CC)CCCC(C)Nc1nc(C)cc(Nc2ccc3nc(C)cc(N)c3c2)n1 (stereo not drawn)	i
C[C@H]1CN([C@@H](C)CO)C(=O)CCCn2cc(nn2)CO[C@@H]1CN(C)Cc1cccc(O)c1	i
Nc1ncnc(Oc2cccc3cccnc23)c1[N+](=O)[O-]	i
COc1ccccc1NC(=O)c1ccc(OCC(=O)O)cc1	i
Cc1ccc(-c2cc3ccccn3c2C(=O)CSc2nnc(C)s2)cc1	i
C[C@H](CO)N1C[C@H](C)[C@@H](CN(C)S(=O)(=O)c2ccc(Cl)cc2)Oc2c(NC(=O)Nc3ccccc3)cccc2C1=O	i
COc1ccc(-c2cnc3c(c2)C(=O)N([C@H](C)CO)C[C@H](C)[C@H](CN(C)S(=O)(=O)c2ccc(OC)cc2)O3)cc1	i
CC(=O)[C@H]1CC[C@H]2[C@@H]3C=CC4=CC(=O)CC[C@@]4(C)[C@@H]3CC[C@]12C	i
COc1ccc(NC(=O)Nc2ccc3c(c2)C(=O)N([C@H](C)CO)C[C@@H](C)[C@H](CN(C)Cc2ccc(C(=O)O)cc2)O3)cc1	i
CCOc1ccccc1NC(=O)CSc1nc(N)cc(=O)[nH]1	i
C[C@H]1CCCCO[C@H](CN(C)C(=O)c2ccncc2)[C@@H](C)CN([C@@H](C)CO)C(=O)c2cc(NC(=O)CCC(F)(F)F)ccc2O1	i
C[C@@H]1CCCCO[C@H](CN(C)C(=O)Nc2ccc(F)cc2)[C@@H](C)CN([C@H](C)CO)C(=O)c2cc(NS(=O)(=O)c3ccccc3)ccc2O1	i
C[C@@H]1CCCCO[C@@H](CN(C)S(=O)(=O)c2ccccc2)[C@H](C)CN([C@H](C)CO)C(=O)c2cc(N(C)C)ccc2O1	i
C[C@@H]1CN([C@H](C)CO)C(=O)c2cc(NS(=O)(=O)c3cn(C)cn3)ccc2O[C@@H]1CN(C)C(=O)Nc1ccc2c(c1)OCO2	i

An excerpt of these results, field by field:
> C[C@@H]1CCCCO[C@H](CN(C)C(=O)Nc2ccc(F)cc2)[C@@H](C)CN([C@H](C)CO)C(=O)c2cc(NS(=O)(=O)c3ccccc3)ccc2O1
- NFkB SMM: i

> C[C@@H]1CCCCO[C@@H](CN(C)S(=O)(=O)c2ccccc2)[C@H](C)CN([C@H](C)CO)C(=O)c2cc(N(C)C)ccc2O1
- NFkB SMM: i

Following part:
SMILES	NFkB SMM
C[C@@H]1CN([C@H](C)CO)C(=O)Cc2cc(NC(=O)NC3CCCCC3)ccc2O[C@@H]1CN(C)Cc1ccc(C(F)(F)F)cc1	i
C[C@@H]1CN([C@H](C)CO)C(=O)c2cccc(NC(=O)Nc3ccc4c(c3)OCO4)c2O[C@@H]1CN(C)CC1CCCCC1	i
Cc1cc(C(=O)O)ccc1NC(=O)CNC(=O)C1CCCCC1	i
C[C@@H]1CN([C@H](C)CO)C(=O)Cc2cc(NS(=O)(=O)c3cccs3)ccc2O[C@@H]1CN(C)C(=O)Nc1cccc2ccccc12	i
C[C@@H]1CN([C@@H](C)CO)C(=O)CCCn2cc(nn2)CO[C@H]1CN(C)C(=O)CCCN(C)C	i
C=CC[C@]1(C(=O)OC)N=C(c2ccc(OCCCO)cc2)O[C@H]1c1ccccc1CN=[N+]=[N-]	i
CCc1ccccc1NC(=O)CSc1nnc(-c2cc3ccccc3cc2O)n1C	i
Cc1sc2ncnc(SCC(=O)Nc3cc(C(F)(F)F)ccc3Cl)c2c1C	i
Cc1ccc(NC(=O)CSc2nc(C)cc(-c3ccccc3)n2)cc1	i
C[C@@H]1CN([C@@H](C)CO)C(=O)Cc2cc(NC(=O)NC3CCCCC3)ccc2O[C@H]1CN(C)C(=O)Nc1ccc(C(F)(F)F)cc1	i
C[C@H]1CN([C@@H](C)CO)C(=O)c2cc(NC(=O)Nc3ccc4c(c3)OCO4)ccc2O[C@H]1CN(C)Cc1ccncc1	i
C[C@H]1CN([C@@H](C)CO)C(=O)c2cccc(NS(C)(=O)=O)c2O[C@H]1CN(C)S(=O)(=O)c1ccc(Cl)cc1	i
Cc1noc(C)c1S(=O)(=O)Nc1ccc2c(c1)CC(=O)N([C@@H](C)CO)C[C@@H](C)[C@@H](CN(C)C)O2	i
COc1ccc(OCC(=O)Nc2sc3c(c2C#N)CCC3)cc1	i
Cc1ccc(-c2cc(C(F)F)n3ncc(C(=O)N4CCCCC4c4cccnc4)c3n2)cc1 (stereo not drawn)	i
CCc1ccc(OCC(=O)Nc2ccccc2C(N)=O)c(Br)c1	i
C[C@H](CO)N1C[C@H](C)[C@H](CN(C)S(=O)(=O)c2ccc(Cl)cc2)Oc2c(NC(=O)c3nc4ccccc4s3)cccc2C1=O	i
COC(=O)c1cn(CC(=O)Nc2ccon2)nn1	i
C[C@H]1CN([C@@H](C)CO)C(=O)Cc2cc(NS(C)(=O)=O)ccc2O[C@@H]1CN(C)CC1CC1	i
COc1ccc(NC(=O)Nc2cccc3c2O[C@@H](CN(C)S(=O)(=O)c2ccc(OC)cc2)[C@H](C)CN([C@H](C)CO)C3=O)cc1	i
C[C@@H]1CCCCO[C@H](CN(C)C(=O)Cc2ccccc2)[C@@H](C)CN([C@H](C)CO)C(=O)c2cc(NC(=O)Cc3ccccc3)ccc2O1	i
C[C@H](CO)N1C[C@H](C)[C@@H](CN(C)S(=O)(=O)c2ccc(-n3cccn3)cc2)OCc2cn(nn2)CCCC1=O	i
C[C@H]1CN([C@@H](C)CO)C(=O)c2cccc(NS(=O)(=O)c3cn(C)cn3)c2O[C@H]1CN(C)S(=O)(=O)c1cn(C)cn1	i
COc1ccc(OC)c(NS(=O)(=O)c2cccc3cccnc23)c1	i
C[C@@H]1CN([C@@H](C)CO)C(=O)c2cccc(NC(=O)C3CCOCC3)c2O[C@@H]1CN(C)Cc1ccncc1	i
C[C@H](CO)N1C[C@H](C)[C@@H](CN(C)C(=O)NC2CCCCC2)Oc2ccc(NS(=O)(=O)c3ccccc3)cc2CC1=O	i
C[C@H](CO)N1C[C@H](C)[C@H](CN(C)C(=O)c2ccccc2)OCCCC[C@H](C)Oc2ccc(NS(=O)(=O)c3cn(C)cn3)cc2C1=O	i
CS(=O)(=O)Nc1ccc(S(=O)(=O)NCC2CCCO2)cc1 (stereo not drawn)	i
C[C@@H]1CN([C@H](C)CO)C(=O)c2cc(NC(=O)Cn3cnnn3)ccc2O[C@H]1CN(C)Cc1ccncc1	i
c1ccc(OCc2nn3c(Cn4cnc5ccccc54)nnc3s2)cc1	i
COC(=O)c1cc(O)cc(O)c1C(=O)c1c(O)c(Cl)c(C)c(Cl)c1OC	i
